TRPM1 prom inh – MITF TRPM1 promoter inhibition in SK-MEL-5 cells; SK-MEL-5 TRPM1 promoter luciferase, 24 h; inhibition, % at 12.5 µM; 330,000 tested, 0.83% active; AID 488899;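 active = mean inhibition across replicates of 60% or more, whatever share of single replicates reaches that level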; also: values of inactives mirror those of a sister screen read the other way
TROY signal inh – blocks TROY-dependent signaling in reporter cells. Q293 LMP1-TROYcd NF-kB luciferase reporter, 4 h. AID 1347056. inhibition, % at 10 µM. 360,000 tested, 0.98% active;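 active = compounds whose plate-normalised and pattern-corrected inhibition of the luciferase reporter signal at the single screening dose is 50% or more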
HIF-2a block – inhibitors of HIF-2a. 786-0 RCC cells HIF-2a reporter, luciferase luminescence, overnight. inhibition, % at 18.8 µM. 360,000 tested, 0.72% active;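 active = inhibition of the luminescence signal of 40% or more relative to plate controls, in a single-dose primary screen at 18.75 µM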
Peg3 promoter – inhibitors of Peg3 promoter; 360,000 tested, 1.7% active; HeLa PEG-Prom luciferase reporter, luminescence, overnight; inhibition, % at 20 µM;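 active = inhibition of at least 50% at 20 µM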
CF NFkB inh – inhibitors of cystic fibrosis induced NF-kB; inhibition, % at 5 µM; KKLEB NF-kB-GFP reporter, PAF-induced, GFP fluorescence overnight; 360,000 tested, 0.86% active;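 active = at least 50% inhibition at 5 µM, scaled per plate between neutral and stimulator controls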;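 also: PAF is a Pseudomonas aeruginosa culture filtrate used as stimulus; plate controls were PAF-stimulated DMSO wells for no effect and unstimulated DMSO wells for full effect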
NR2E3 ag-1 – activates human NR2E3 receptor; CHO-S Gal4-NCOR/VP16-NR2E3 two-hybrid, luciferase; inhibition of corepressor binding, % at 3.98 µM; 360,000 tested, 0.35% active; AID 602229;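 active = inhibition above the mean of all tested compounds plus 3 SD, cut at about 70% in these data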;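 also: 0% = DMSO with NR2E3 transfected cells and 100% = cells lacking NR2E3 construct; higher means lower luciferase signal from less NR2E3 corepressor binding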
Target sequence (Q9Y5X4 whole entry, looked up, the tested form may be a part): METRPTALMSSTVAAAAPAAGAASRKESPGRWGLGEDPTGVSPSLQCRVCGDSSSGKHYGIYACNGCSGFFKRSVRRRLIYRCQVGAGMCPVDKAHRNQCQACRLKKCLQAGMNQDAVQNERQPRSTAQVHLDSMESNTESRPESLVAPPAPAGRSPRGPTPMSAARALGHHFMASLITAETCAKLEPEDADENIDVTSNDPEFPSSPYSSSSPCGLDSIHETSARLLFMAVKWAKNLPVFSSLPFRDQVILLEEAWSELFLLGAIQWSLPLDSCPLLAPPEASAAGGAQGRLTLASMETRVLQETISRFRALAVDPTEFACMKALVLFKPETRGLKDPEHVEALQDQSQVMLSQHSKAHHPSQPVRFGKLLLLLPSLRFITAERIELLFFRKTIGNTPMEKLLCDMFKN
C8 TRAIL sens – sensitizes caspase-8 expressing cells to TRAIL | inhibition (viability loss, TRAIL sensitization), % at 10 µM | AID 624354 | 360,000 tested, 1% active | NB7+C8 cells + TRAIL, ATPlite viability luminescence;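 active = compounds causing at least 50% loss of cell viability in the single-dose screen, relative to plate controls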
NR2E3 ag-2 – activates human photoreceptor nuclear receptor NR2E3. GST-NR2E3/biotin-RetCOR TR-FRET, 1536-well. inhibition of corepressor binding, % at 4.78 µM. AID 2300. Q9Y5X4. 320,000 tested, 0.12% active;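 active = percent inhibition above the cutoff of mean plus 3 SD of all tested compounds, set per screening campaign, cut at about 20% in these data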;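 also: 0% = DMSO wells and 100% = biotin wells as full block of FRET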
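Material – GST-tagged NR2E3 plus biotinylated RetCOR corepressor · Quantity – NR2E3 fusion 1.35 nM · Times – 5 h incubation at 4 °C · Medium – pH 7.5 Tris-based buffer · Technique – TR-FRET, Eu(K)-anti-GST donor, streptavidin-D2 acceptor, ex 340, em 617/671 nm · Benchmarks – high control biotin, low control 0.6% DMSO · Format – 1536-well plates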
Shn3 inh set2 – reduces Shn3 3'UTR luciferase signal in osteoblasts; 360,000 tested, 0.52% active; Clone20 osteoblast Shn3 3'UTR firefly luciferase, 24 h; inhibition, % at 12.5 µM; AID 588674;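 active = mean inhibition of at least 75% with every replicate also reaching 75%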;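 also: 0% = median of neutral control wells and 100% = pilot-screen positive control compound; some compounds past the cut are filed as inactive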
TWEAK Fn14 block – inhibitors of TWEAK-Fn14 interaction signaling; TWEAK-stimulated Fn14 reporter cells, luciferase luminescence, 8 h; 360,000 tested, 2% active; inhibition, % at 10 µM; in the data active = inhibition above about 50%
KKLEB cytotox – counter-screen for CF NF-kB inhibitors: cytotoxicity; KKLEB CF airway cells viability, ATPlite luminescence, overnight; hits give low values; cells stimulated with P. aeruginosa culture filtrate; activity change (cytotoxicity), % at 5 µM; 360,000 tested, 0.36% active; AID 602141;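 active = corrected activity change at or below -50% at 5 µM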
Active calls of the source: *; / = not tested or not shown; & = joins results of further samples. Only part of the results is shown; count on the stated rates, not on these rows.

entry	mol	TRPM1 prom inh	TROY signal inh	HIF-2a block	Peg3 promoter	CF NFkB inh	NR2E3 ag-1	C8 TRAIL sens	NR2E3 ag-2	Shn3 inh set2	TWEAK Fn14 block	KKLEB cytotox
1	COc1cc(C(=O)NCC(=O)OCCN2C(=O)c3ccccc3C2=O)cc(OC)c1OC	14	10	17	6	-22	4	6	3	11	6	-8
2	CCC(C)Nc1nc2c(c(=O)n(C)c(=O)n2C)n1Cc1ccc(F)cc1 (stereo not drawn)	-5	4	11	14	-21	1	-46	3	63	35	11
3	COC(=O)C1CCN(S(=O)(=O)CCNC(=O)c2ccc3c(c2)OCO3)CC1	-13	-10	9	-8	-3	18	-19	-1	-2	1	7
4	CC(C)(C)n1c(O)c2ccc(C(=O)N=NC(=O)c3ccccc3)cc2c1O	3	-26	-19	-30	-16	-46	-11	1	0	3	10
5	O=C(Nc1cc(C(=O)N2CCCC2)ccc1N1CCCC1)c1ccccc1	10	-21	-6	1	-11	-4	38	1	3	7	8
6	Cc1cc(C)c2c(N)c3ccccc3nc2n1	66*	-51	15	87*	-146	-41	12	-1	-36	-99	9
7	CC(=O)c1ccc(S(=O)(=O)Nc2ccc(-c3ccc4nnc(C)n4n3)cc2)cc1	12	-20	10	6	-23	-11	-13	0	-3	4	10
8	Clc1ccc(-c2cnc3n2CCC3)cc1	-17	-6	-191	-197	-2	-3	16	2	-90	20	-7
9	Cc1ccc(C)c(NC(=S)NC23CN4CN(CN(C4)C2)C3)c1	7	-17	15	10	-7	-8	-2	-2	-1	-9	3
10	COC(=O)C(C(=O)OC)c1ncc(C(F)(F)F)cc1Cl	1	16	15	19	-6	2	-9	4	-1	-7	1
11	COC(=O)C(C)Oc1ccc(-c2nccc(-c3ccc(F)cc3)n2)cc1 (stereo not drawn)	10	-19	-46	-40	-4	-25	15	-2	-13	6	4
12	COc1cc(C(=O)N/C(=C\c2cn(C)c3ccccc23)C(=O)NCCCO)cc(OC)c1OC	2	5	17	-5	-5	13	-6	2	-4&8	-15	4
13	COc1ccc(S(=O)(=O)N(C)c2ccc(C(=O)NCc3ccncc3)cc2)cc1	1	-13	9	-3	-68	15	31	4	11	-6	3
14	CCOc1ccccc1CNC(=O)C1CCN(C(=O)N2CC(C)Oc3ccc(C)cc32)CC1 (stereo not drawn)	/	11	12	11	-9	-4	1	1	25	2	-6
15	O=c1[nH]c2ccccc2nc1CCc1ccccc1	-80	-53	-245	-185	0	-30	19	-1	-43	-20	1
16	Cc1c(NC(=O)C2CCCN2C(=O)c2cccs2)c(=O)n(-c2ccccc2)n1C (stereo not drawn)	-5	-7	5	2	1	-12	-16	0	-1	9	5
17	COC(=O)CSc1nc(COc2ccccc2)nc2ccccc12	0	8	16	12	-18	5	-4	3	-6	-18	-3
18	Cc1ccc(C(=O)c2c3ccc(N)cc3nn2CCC(N)=O)cc1	-5	5	-8	-13	3	-18	-11	2	-15	2	3
19	CCOC(=O)C(NCCCCl)c1ccccc1 (stereo not drawn)	-7	0	28	20	5	-28	-1	-3	-11	-4	-10
20	CC(C)(C)n1nnnc1C(c1ccc(Cl)cc1)N1CCCc2ccccc21 (stereo not drawn)	5	-4	11	10	19	-11	0	-3	8	14	-20
21	CCCCCCCNC(=O)C1(CC2CC(c3ccccc3)=NO2)CCN(C(=O)c2ccccc2)CC1 (stereo not drawn)	8	-3	3	14	5	-43	10	3	7	-8	-11
22	COCCNC(=O)CSc1nc2ccc(N3CCOCC3)cc2c(=O)n1CCc1ccccc1	-17	-29	-74	-34	8	-12	-12	1	-36	-9	5
23	CN1CCN(S(=O)(=O)c2ccc(SCCOc3ccccc3)nc2)CC1	-8	-4	-11	-15	3	-2	18	-1	18	2	9
24	COCCCNC(=O)Cn1c(=O)n(CC(=O)N2CCCCC2)c(=O)c2sccc21	1	-4	2	-2	-13	-11	-5	3	-12	20	6
25	CCOC(=O)c1cn(CC)c2ccc(S(=O)(=O)N3CCC(C)CC3)cc2c1=O	-19	2	2	8	15	-13	-6	3	-3	5	-5
26	CCOC(=O)Cc1cnc(NC(=O)CSc2nc(C(C)C)cc(=O)[nH]2)s1	-2	0	12	15	12	-13	-13	3	-1	35	4
27	CCNc1ccc2noc3c2c1C(=O)c1ccccc1-3	19	-57	-228	-75	-57	-45	23	-23	-14	1	-2
28	COc1ccc(-c2ccc(=O)n(CC(=O)Nc3nnc(C(C)C)s3)n2)cc1OC	-17	-2	14	-1	33	-20	-2	1	-9	0	-22
29	O=c1c2c3c(sc2nc2n1CCCCC2)C(O)CCC3 (stereo not drawn)	-72	-51	-250	-160	6	-55	22	-3	-10	-21	1
30	Cc1c(Cl)cccc1NC(=O)CCN1CCC(C(N)=O)CC1	2	-2	21	5	-3	0	-5	6	-17	11	5
31	Cc1cc(NC(=O)C2=C(O)c3ccccc3S(=O)(=O)N2C)no1	-9	3	-7	6	4	16	-9	-1	-10	-14	15
32	CCNc1nc(C)nc2c1oc1ccccc12	-11	-13	-23	2	4	-18	13	3	-4	7	-3
33	O=C(Oc1c(Cl)cc(Cl)c2cccnc12)N1CCOCC1	16	-20	6	14	15	3	-8	1	-14	8	-8
34	Cc1ccc(NS(=O)(=O)c2ccc(Cl)c(C(=O)Nc3ccccc3-c3nc4ccccc4[nH]3)c2)cc1C	32	39	-22	40	56*	-6	43	3	18	91*	-26
35	CSc1sccc1/C=N/O	0	-2	11	1	17	-22	0	2	16	10	-1
36	O=C1CCCC(=O)C1C(c1ccc(Cl)cc1)C1C(=O)CCCC1=O	/	-19	6	-6	-2	11	48	2	-14	13	4
37	COc1ccc(OCCSc2nnc(-c3ccc(OC)cc3)n2N)cc1	-3	9	-2	2	-3	-15	11	-2	17	20	2
38	CC(C)(C)OC(=O)N1CCC[C@H]1c1nnc(SCc2ccccc2F)o1	-15	20	-9	-2	1	-14	-4	-3	-4	3	-4
39	CCOCCCNC(=O)c1ccc(OC2CCN(C(C)=O)CC2)c(OC)c1	-6	11	14	11	8	26	-3	1	14	2	-3
40	CC(Oc1ccc(-c2ccccc2)c(F)c1)c1ccn(S(=O)(=O)c2ccc(Br)cc2)n1 (stereo not drawn)	-10	-33	-15	-5	14	-14	25	4	9	-11	-16
41	Cn1c(SCC(=O)Nc2ccc(NC(=O)c3cccc(F)c3)cc2)nnc1-c1ccncc1	0	13	1	3	-3	-20	-7	-6	9	-17	4
42	CCN1C(=O)[C@H]2[C@@H](c3ccc(C)cc3)N3C(=O)N(c4cccc(Cl)c4)C(=O)[C@@]3(CC(C)C)[C@H]2C1=O	6	-47	-1	-5	8	-11	-7	4	-5	-12	-5
43	Cc1ccnc(NC(=O)C2CCN(S(=O)(=O)c3ccc4c(c3)CC(C)N4C(=O)C3CCC3)CC2)c1 (stereo not drawn)	5	27	-4	3	12	-4	17	1	60	0	5
44	CCN(c1ccccc1)S(=O)(=O)c1cc(NC(=O)COC(=O)C2CC2)ccc1Cl	-9	-29	-108	-169	-9	-56	-5	3	-15	4	2
45	COC(=O)COc1ccc2cc(-c3ccccc3)c(=O)oc2c1	-2	-53	12	9	-11	-12	4	-1	10	12	-2
46	CCN(CC)c1cccc(OC(=O)c2cccnc2Cl)c1	-10	-22	8	0	-6	-30	-6	-2	-32	31	10
47	CCCCC1S/C(=N/N=C/c2ccc(OC)cc2)N(Cc2ccc(OC)cc2)C1=O (stereo not drawn)	-2	-9	14	16	3	10	3	2	20	9	-19
48	Cn1ncc(Cl)c1C(=O)Nc1ccncc1	-3	23	9	13	2	10	-2	5	23	24	-2
49	CN1CCN(CCOc2cccc(Cl)c2)CC1	-9	10	-25	5	4	3	11	-1	-9	1	-10
50	C=CCn1c(SCn2nnc3ccccc3c2=O)nc2scc(-c3cccs3)c2c1=O	-8	9	-10	14	4	23	4	-2	12	-8	-2
51	COC(=O)c1cccc2c1C(=O)c1cc([N+](=O)[O-])ccc1-2	/	-24	-48	-24	-108	-27	-5	/	-18	-55	-2
52	CCCNC(=O)c1cc(C2CCCCN2C(=O)CCCc2ccccc2)on1 (stereo not drawn)	/	5	12	11	1	-10	-13	/	2	3	6
53	CC(=O)Nc1ccc(NC(=O)c2ccc(N(C)S(=O)(=O)c3ccc(C)cc3)cc2)cc1	10	-16	13	6	22	-1	-14	-2	-6	23	-2
54	CC(C)(C)C1CCN2CCC[C@](c3ccccc3)(C1)[C@@]21CO1 (stereo partly drawn)	/	8	4	/	/	-30	-25	/	/	10	/
55	COCCn1c(=NC(=O)/C=C/c2cccs2)sc2cc(NC(C)=O)ccc21	-1	-1	-25	-10	7	32	-14	-3	13	-9	-6
56	CC(=O)CCc1c(C)[nH]c2ccccc2c1=O	-3	13	-6	-18	1	-4	-2	0	18	6	-1
57	COc1ccc(C2CC(c3ccccc3)=NN2C(=O)COC(=O)c2cc(S(=O)(=O)N3CCOCC3)ccc2Cl)cc1 (stereo not drawn)	1	-14	6	5	4	-30	12	0	16	-5	-5
58	CCCCc1c(C)nc2ccccc2c1SCCC(=O)O	-5	8	17	30	12	4	17	8	-10	13	-15
59	c1ccc(CCNC2=NCCCS2)cc1	-3	/	10	9	-10	1	2	-2	-2	47	-3
60	C[C@H](NC(=O)OC(C)(C)C)c1nnc(SCC(=O)Nc2cccc(Cl)c2)o1	-11	-16	9	-16	0	6	-24	1	-2	-10	8

Following part.
entry	mol	TRPM1 prom inh	TROY signal inh	HIF-2a block	Peg3 promoter	CF NFkB inh	NR2E3 ag-1	C8 TRAIL sens	NR2E3 ag-2	Shn3 inh set2	TWEAK Fn14 block	KKLEB cytotox
61	COc1ccc(N2CCN(C(CNC(=O)C(=O)NCCCn3ccnc3)c3cccnc3)CC2)cc1 (stereo not drawn)	14	0	18	18	-5	0	3	2	-4	-13	-3
62	O=C(OCc1ccccn1)C1CCN(C(=O)c2ccc(Cl)cc2)CC1	0	-5	2	4	13	-25	-20	3	-17	1	-6
63	CCNC(=O)N(C)c1c(CC)nc2ccc(C(=O)N3CCN(C(C)=O)CC3)cn12	/	-5	5	12	-1	-15	10	/	-13	-1	9
64	COc1ccc(NC(=O)CCN2CCN(S(=O)(=O)c3cc(Cl)ccc3Cl)CC2)cc1	2	21	-18	17	-12	-8	4	2	8	23	1
65	COc1ccc(C(=O)Nc2ccc(NC(=O)c3ccccc3OC)nc2)cc1	1	4	-39	-13	16	-76	18	0	17	23	3
66	CN(CCc1ccccn1)C(=S)Nc1ccc(Cl)cc1Cl	-15	-27	-38	-29	3	-4	-6	4	-17	-14	1
67	O=C(c1cccc(-n2cccc2)c1)N1CCN(S(=O)(=O)c2c(F)cccc2F)CC1	3	2	14	11	2	1	-2	0	5	6	3
68	Cc1ccc(/C=C2/SC(=S)N(C3CCCCC3)C2=O)o1	-2	-11	-2	-51	-32	7	-1	1	-5	12	6

From PubChem BioAssay
